Source: PubChem (National Center for Advancing Translational Sciences (NCATS))
HT1080 IDH1KD tx = qHTS for induction of synthetic lethality in tumor cells producing 2HG: qHTS for the HT-1080-IDH1KD cell line; HT-1080 IDH1 knockdown viability, ATP luminescence, 48 h; Potency, µM (doses to about 46.1 µM), for the others: at the highest dose activity, negative = toxicity, usual class: cytotoxic; 360,000 compounds, 2% hits; AID 686971, 2013;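 further: potency means the concentration at half of the fitted maximal effect; 0% = DMSO wells and -100% = cell-free medium wells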
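Knockdown cells (IDH1KD HT-1080) received compounds 2 h after plating at 750 cells/well and were kept 48 h at 37 °C in 5% FBS RPMI. A CellTiter-Glo luminescence read gave % activity for curve fitting.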
HT1080NT lethal = qHTS for induction of synthetic lethality in tumor cells producing 2HG: qHTS for the HT-1080-NT fibrosarcoma cell line; Potency, µM (series often up to 46.1 µM), inactives show at the top dose activity, negative = less viability, most hits filed as cytotoxic; AID 686970, 2013; 360,000 compounds, 1.6% hits; HT-1080-NT fibrosarcoma viability, CellTiter-Glo ATP luminescence, 48 h;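 further: NT is the 2HG producing partner of a matched IDH1 knockdown line; potency means the concentration at half of the fitted maximal effect; 0% = DMSO-treated cells and -100% = media-only wells without cells; nearly all actives have a fitted effect of over 55% in size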
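Viability by CellTiter-Glo luminescence after 48 h compound exposure at 37C of HT-1080-NT cells (750/well, RPMI, 5% FBS). % activity scaled between DMSO wells and medium-only wells, then curve-fitted and categorized by curve class.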
IL-1B inflam inh = qHTS for Inhibitors of Inflammasome Signaling: IL-1-beta AlphaLISA Primary Screen | THP-1 LPS/ATP IL-1B secretion, AlphaLISA, 16 h; stronger effect = lower value | activity change, % at 57.5 µM | AID 743279, 2014 | 360,000 compounds, 4.7% hits; in the data active means activity change below about -50%; inconclusive means mostly about -30% to -49%; further: on the % scale 0 is the no-effect control and ±100 the full control effect
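Secreted IL-1B measured by AlphaLISA bead assay after 16 h compound exposure of THP-1 cells; compounds (final up to 57.5 uM) added 1 h before LPS (250 ng/mL) and ATP (1.25 mM) stimulation; lower signal means less secretion.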
KB-3-1 cytotox = qHTS assay for MDR1-selective chemotherapeutics: Primary screen using the parental adenocarcinoma cell KB-3-1; KB-3-1 viability, CellTiter-Glo ATP luminescence, 72 h; Potency, µM (doses to about 46.1 µM), for inactives: at the highest dose activity change, negative = cytotoxic, hits mostly cytotoxic; 400,000 compounds, 1.4% hits; AID 1347075, 2019; further: potency means the concentration at half of the fitted maximal effect; on the % scale 0 is the no-effect control and ±100 the full control effect; nearly all actives have a fitted effect of over 60% in size
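KB-3-1 cells, DMEM (no phenol red) + 10% FBS; compound by pin transfer, 72 h, 37 °C. Readout: CellTiter-Glo luminescence after 10 min. Data normalized, curve-fitted.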
S2 tox = Viability Counterscreen for Primary qHTS for Inhibitors of ATXN expression | Potency, µM (highest dose often 56.7 µM), actives largely listed as cytotoxic | AID 651635, 2014 | S2 cells (HEK-293 line with an ATXN2-luciferase reporter) viability, CellTiter-Fluor protease fluorescence, 24 h | 400,000 compounds, 0.49% hits; further: potency means the concentration at half of the fitted maximal effect; nearly all actives have a fitted effect of over 40% in size
SW480 rerep = A quantitative high throughput screen for small molecules that induce DNA re-replication in SW480 colon adenocarcinoma cells; SW480 DNA re-replication, Hoechst DNA content imaging, 48 h; 340,000 compounds, 1.8% hits; Potency, µM (top dose mostly 46.1 µM), for the others: top-dose re-replication activation, hits mostly activators; further: potency means the concentration at half of the fitted maximal effect; % of control where 0% means no effect; nearly all actives have a fitted effect of over 55% in size
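First, 250 cells per well were seeded. Next, compound or vehicle (23 nL) was pinned in, plates sat 48 hr at 37 C. Finally Hoechst was added for 40 min before fluorescence scanning.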
ATXN2 expr inh = Primary qHTS for Inhibitors of ATXN expression; HEK-293 ATXN2-luciferase reporter, luminescence, 24 h; Potency, µM (highest dose often 57 µM), for inactives: top-dose activity change, negative = inhibition, usual class: inhibitors; 360,000 compounds, 0.72% hits; further: potency means the concentration at half of the fitted maximal effect; on the % scale 0 is the no-effect control and ±100 the full control effect; nearly all actives have a fitted effect of over 55% in size
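ATXN2-luciferase reporter cells (luciferase flanked by upstream and downstream ATXN2 gene portions) were treated 24 h at 37 °C with compounds at up to 57 uM. SteadyGlo luminescence gave expression; GF-AFC fluorescence gave viability.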
MCF10A rerep = A quantitative high throughput screen for small molecules that induce DNA re-replication in MCF 10a normal breast cells; MCF 10A DNA re-replication, Hoechst nuclear intensity, 48 h; Potency, µM (series often up to 46.1 µM), inactives show at the highest dose activity, positive = re-replication, most hits filed as activators; AID 624296, 2012; 350,000 compounds, 2.9% hits; further: potency means the concentration at half of the fitted maximal effect; % of control where 0% means no effect; nearly all actives have a fitted effect of over 50% in size
HepG2 tox = qHTS for Inhibitors of TGF-b: Cytotox Counterscreen | HepG2 CAGA-GFP viability, ATP luminescence, 18 h | Potency, µM (top dose mostly 46.1 µM), without a hit: at the top dose activity change, negative = cytotoxicity, hits mostly cytotoxic | 410,000 compounds, 0.76% hits | AID 588856, 2011; further: potency means the concentration at half of the fitted maximal effect; some results filed as inactive show a strong effect at the top dose
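HepG2 CAGA-GFP cells (1000/well, DMEM with 1% FBS) received compound, then TGF-beta at 500 pg/mL final, and were incubated 18 hours at 37 degrees C. Viability was read by CellTiter-Glo luminescence. Media-only wells were set as complete cell-killing and DMSO as no toxicity.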
An asterisk follows results filed as active; i = inactive; ? = inconclusive; . = not tested or not shown; [ ] = another dose, or the depositor's remark. Unless noted, the call rests on the fitted dose curve; in most records, active means well fitted curve in the direction sought with a large enough effect; inconclusive means small, poorly fitted or top-dose-only effect, or another doubt; inactive means no such curve, though single readings can be large; an effect the other way counts as inactive or inconclusive.

Structure	HT1080 IDH1KD tx	HT1080NT lethal	IL-1B inflam inh	KB-3-1 cytotox	S2 tox	SW480 rerep	ATXN2 expr inh	MCF10A rerep	HepG2 tox
CCN(C(=O)COC(=O)CCC1CCCC1)c1c(N)n(Cc2ccccc2)c(=O)[nH]c1=O	5%	3%	8	1%	i	-8%	0%	-2%	-7%
O=C(c1ccc(Cl)c(S(=O)(=O)N2CCCCCC2)c1)N1CCCC1	-12%	2%	48	8%	i	-54%[inhibitor]	-1%	6%	3%
CCOc1ccc(S(=O)(=O)N2CCC(C(=O)NCC3CCCO3)CC2)cc1C (stereo unspecified)	11%	21%	-7	7%	i	-5%	11%	-1%	9%
Cc1cc(NC(=O)CSc2nnc(C)c(=O)[nH]2)no1	11%	9%	5	-2%	i	-6%	-1%	-3%	9%
Cc1cc(/C=N/NC(=O)c2ccc(O)cc2)c(C)n1C1CC1	-13%	0%	-12	-3%	i	1%	-8%	?	-3%
COc1ccc(CCNC/C=C/c2ccccc2)cc1	-9%	-21%	-68*	8%	i	?	-29%	18%	-43%
COc1ccc(CNC(=O)C[C@H]2C[C@H](C(=O)N3CCOCC3)[C@@]3(CCC4CCCC4)c4[nH]c5cc(CCC(=O)N(C)C)ccc5c4CCN3C2=O)cc1OC	0%	-2%	-12	0%	?	4%	-3%	3%	-23%
COc1ccc(-c2nnn(CC(=O)N(CC(=O)NC3CCCC3)c3ccccc3F)n2)cc1OC	9%	-17%	-9	1%	i	-77%	-5%	3%	-9%
CCOC(=O)c1c(S(=O)(=O)NCC(=O)N2CCN(c3cc(C)ccc3C)CC2)c(C)n(C)c1C	.	.	.	-3%	?	.	-15%	.	-32%
OC(CN1CCN(Cc2ccccc2)CC1)c1ccc(F)cc1 (stereo unspecified)	4%	1%	16	5%	i	-6%	3%	3%	-21%
Cc1cc(C(=O)NCc2cccs2)c(C)o1	-15%	-2%	-12	13%	i	?	-5%	24%	-5%
COC(=O)c1nc(NNC(=O)c2ccccc2)sc1-c1ccccc1	-19%	-21%	-14	-15%	i	12%	21%	6%	-3%
Cc1[nH]c2ccccc2c1CCN(Cc1cccnc1)C(=S)NC(C)(C)C	9%	0%	-3	5%	i	-17%	.	-20%	24%
COCCNc1nc(NCc2ccccc2OC)c2sccc2n1	?	?	-25	-3%	?	.	?	.	-26%
COC(=O)c1ccc(C2c3c(oc4ccc(F)cc4c3=O)C(=O)N2CCO)cc1 (stereo unspecified)	12%	13%	-15	9%	i	2%	-6%	-1%	-9%
Cc1nn(C(C)C(=O)N2CCOCC2)c(C)c1[N+](=O)[O-] (stereo unspecified)	17%	16%	14	12%	i	-3%	0%	-12%	30%
O=C(c1ccc2nccnc2c1)N1CCN(c2ccccc2)CC1	9%	14%	-13	5%	i	-5%	3%	-8%	-10%
CCOC(=O)c1ccc(N(CC(=O)NCC2CCCO2)C(=O)CCC(=O)Nc2cc(C)on2)cc1 (stereo unspecified)	17%	11%	25	14%	i	-10%	2%	-6%	-3%
CCOC(CNC(=O)CN1C(=O)COc2ccc(S(=O)(=O)N3CCOCC3)cc21)OCC	0%	-5%	-2	-1%	i	-15%	-5%	0%	16%
Cc1ccccc1CN1CCN(C(=O)CC(C)C)CC1	15%	10%	-5	3%	?	11%	.	0%	5%
CCOC(=O)C1CCN(C(c2ccc(OC)c(OC)c2)c2sc3nc(C)nn3c2O)CC1 (stereo unspecified)	0%	3%	-27	-25%	.	6%	2%	3%	2%
C[C@@H](C(=O)OCC(=O)NCCc1ccc(S(N)(=O)=O)cc1)N1C(=O)C2CCCCC2C1=O (stereo partly specified)	10%	-5%	0	?	i	-53%[inhibitor]	-16%	13%	-4%
CN1CCN(CCCNC(=O)c2ccc(/C=C3\Sc4ccccc4N(Cc4ccc(F)cc4)C3=O)cc2)CC1	-28%	0%	-77*	-1%	?	?	.	18µM*	-132%
CCOc1ccc(Nc2c(S(=O)(=O)c3ccc(Cl)cc3)cnc3ccc(OC)cc23)cc1	.	.	.	-21%	i	.	-18%	.	-21%
CC1CCCCC12NC(=O)N(CC(=O)Nc1ccc(Cl)c(S(=O)(=O)N3CCOCC3)c1)C2=O (stereo unspecified)	-1%	-1%	24	8%	i	-3%	-12%	17%	6%
Brc1ccc(C2=NC(Cc3ccccc3)CO2)cc1 (stereo unspecified)	0%	-11%	-1	14%	i	-1%	33%[activator]	24%	-21%
O=C(O)CCc1ccccc1OC(=O)c1ccccc1	2%	-10%	0	-7%	i	3%	.	0%	-1%
CCOC(=O)c1cccc(NC(=O)N[C@@H](C)C(=O)OC)c1	16%	18%	4	11%	i	-2%	2%	-7%	-33%
CCN(CC)CCNC(=O)c1ccc(NC(=O)c2cccc(-n3cnnn3)c2)cc1	2%	6%	-7	18%	i	-3%	-2%	-4%	11%
COc1ccc(NC(=O)C2C3C=CC4(O3)C2C(=O)N(CCCN2CCCCC2)C4C(=O)NC2CCCC(C)C2C)cc1 (stereo unspecified)	0%	-4%	-7	-14%	i	?	-5%	?	-28%

Ordered by number of heavy atoms (lowest first): part of the list above.
Structure	HT1080 IDH1KD tx	HT1080NT lethal	IL-1B inflam inh	KB-3-1 cytotox	S2 tox	SW480 rerep	ATXN2 expr inh	MCF10A rerep	HepG2 tox
Cc1ccccc1CN1CCN(C(=O)CC(C)C)CC1	15%	10%	-5	3%	?	11%	.	0%	5%
CCOc1ccc(Nc2c(S(=O)(=O)c3ccc(Cl)cc3)cnc3ccc(OC)cc23)cc1	.	.	.	-21%	i	.	-18%	.	-21%
CC1CCCCC12NC(=O)N(CC(=O)Nc1ccc(Cl)c(S(=O)(=O)N3CCOCC3)c1)C2=O (stereo unspecified)	-1%	-1%	24	8%	i	-3%	-12%	17%	6%

Next part.
Structure	HT1080 IDH1KD tx	HT1080NT lethal	IL-1B inflam inh	KB-3-1 cytotox	S2 tox	SW480 rerep	ATXN2 expr inh	MCF10A rerep	HepG2 tox
O=C1Nc2ccccc2C12OCCO2	0%	4%	-8	15%	i	1%	3%	?	-15%
Cc1cn([C@H]2C[C@H](O)[C@@H](CNCc3ccc(-c4cc(Cl)ccc4C(F)(F)F)o3)O2)c(=O)[nH]c1=O	0%	-3%	-26	11%	i	.	-12%	.	-15%
COc1cccc(CN2CC(C(=O)NCCOc3ccccc3)CCC2=O)c1 (stereo unspecified)	16%	7%	-1	4%	i	-9%	15%	0%	-27%
Cn1c(=O)c(=O)n(C)c2cc(S(=O)(=O)CCC(=O)Nc3c(F)c(F)c(F)c(F)c3F)ccc21	7%	-1%	0	17%	i	-3%	-5%	-66%[inhibitor]	-4%
COc1ccc(OC)c(S(=O)(=O)Nc2c(C)cccc2C)c1	6%	0%	0	2%	i	-7%	5%	-2%	-6%
O=c1c2cc(NC(=S)N3CCC(N4CCCCC4)CC3)ccc2nc2n1CCCCC2	-24%	?	5	11%	.	0%	-9%	1%	5%
Cc1ccc(Cn2c(=N)c(S(=O)(=O)c3ccc(C)cc3)cc3c(=O)n4ccccc4nc32)cc1	-6%	-14%	0	0%	i	?	.	5.8µM*	-20%
c1ccc(-n2cnnc2SCc2nc3ccccc3s2)cc1	1%	4%	11	-9%	i	15%	55%[activator]	?	-14%
OCCC1CN(Cc2cn[nH]c2C2CCCCC2)CCN1Cc1ccccc1 (stereo unspecified)	1%	0%	-22	8%	i	-1%	-5%	4%	6%
CC1=C(C(N)=O)C(c2ccco2)C(C(N)=O)=C(C)N1	16%	25%	14	-3%	i	-3%	-2%	-4%	-9%
CC1CC(C)CN(S(=O)(=O)c2ccc(C(=O)Nc3nnc(-c4cccs4)o3)cc2)C1 (stereo unspecified)	?	14µM*	26	?	?	25%[9.22 µM]	?	?	-21%
Cc1ccc(-n2cc(-c3ccccc3)c3c(=O)[nH]cnc32)cc1	1%	-4%	-10	3%	i	-7%	23%	23µM*	7%
OC1(C(F)(F)F)CC(c2ccc3ccccc3c2)=NO1 (stereo unspecified)	-22%	-26%	-4	-15%	i	4%	43%[activator]	25%	-6%
CC1=CC2=NC(=O)/C(=C\c3ccc(OC(=O)c4ccco4)cc3)C(=N)N2O1	11%	-3%	5	10%	i	-3%	1%	?	4%
O=C(CN1CCN(S(=O)(=O)c2ccc(Cl)cc2)CC1)NCc1cccs1	11%	15%	-4	0%	i	-3%	0%	0%	0%
CC1CN(C(=O)CSc2nnc(-c3cccs3)n2N)CC(C)O1 (stereo unspecified)	7%	-17%	14	11%	i	-9%	-5%	-3%	-2%
COC(=O)c1c(NC(=O)Cc2ccc(OC)c(S(=O)(=O)N3CCOCC3)c2)sc(C)c1C	8%	0%	-22	1%	i	-6%	2%	1%	1%
COc1ccccc1OCc1ccc(C(=O)Nc2ccccc2)cc1	4%	8%	0	2%	.	-2%	.	1%	-23%
Cc1nc(N2CCN(S(=O)(=O)c3ccccc3C#N)CC2)c2c(-c3cccs3)csc2n1	-13%	-2%	-3	?	i	-21%	.	?	-54%
